# Screening results (PubChem BioAssay)
# HCV inhibitor: HCV inhibition | Huh7.5.1 HCVcc-Cre infection, luciferase reporter, 44 h | Potency, µM (titrated, usually from 41.8 µM), without a hit: at the highest dose activity change, negative = inhibition, hits mostly inhibitors | actives 3.4% (n = 340,000); further: potency means the concentration at half of the fitted maximal effect; on the % scale 0 is the no-effect control and ±100 the full control effect
#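 After 44 h co-culture of compound, cells and HCVcc-Cre (~0.5 moi), substrate is added for 15 min at room temperature and luciferase measured over 15 sec. Cells were seeded at 1,000/well and pre-cultured 4 h.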
# CHX counter: counter-screen for Shiga toxin inhibitors: cycloheximide protein synthesis inhibition | cell reporter, cycloheximide protein synthesis inhibition counterscreen | max response, % | actives 12% (n = 300,000); in the data active means max response mostly above about 13%, no sharp cut-off; inactive means mostly below about 14%; further: read at 38.3 µM for the half of the compounds with a filed dose; 0% is about no effect
# LmPK inhibitor: blocks Leishmania mexicana pyruvate kinase activity. Potency, µM (top dose mostly 57.5 µM), for inactives: at the highest dose activity change, negative = inhibition, most hits filed as inhibitors. Q27686. purified LmPK, Kinase-Glo ATP luminescence, 1 h. actives 0.37% (n = 290,000); further: potency means the concentration at half of the fitted maximal effect; on the % scale 0 is the no-effect control and ±100 the full control effect
# Target sequence (Q27686 whole entry, looked up): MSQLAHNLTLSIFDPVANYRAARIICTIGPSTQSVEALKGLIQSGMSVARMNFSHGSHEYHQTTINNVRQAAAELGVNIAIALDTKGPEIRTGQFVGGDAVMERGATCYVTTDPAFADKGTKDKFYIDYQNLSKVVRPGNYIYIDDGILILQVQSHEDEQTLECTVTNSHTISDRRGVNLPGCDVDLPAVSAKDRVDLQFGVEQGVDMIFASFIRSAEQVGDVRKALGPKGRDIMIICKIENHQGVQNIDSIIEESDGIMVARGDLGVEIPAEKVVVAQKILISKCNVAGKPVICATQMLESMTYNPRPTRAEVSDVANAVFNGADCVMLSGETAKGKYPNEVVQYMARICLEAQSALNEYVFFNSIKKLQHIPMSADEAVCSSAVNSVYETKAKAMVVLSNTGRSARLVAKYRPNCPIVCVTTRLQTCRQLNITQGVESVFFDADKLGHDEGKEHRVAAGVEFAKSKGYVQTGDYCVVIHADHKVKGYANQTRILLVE
#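 In 50 mM imidazole pH 7.2 with 7 mM MgCl2, LmPK (0.1 nM) turned over PEP (0.5 mM) and ADP (0.1 mM) for 1 h at room temperature. Luciferase read-out of ATP.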
# Pf growth 96h: inhibits malaria parasite growth, 96 h; P. falciparum luciferase reporter growth, 96 h; Potency, µM (highest dose often 28.7 µM), inactives show at the top dose activity change, negative = inhibition, actives largely listed as inhibitors; actives 6.9% (n = 320,000); AID 504834; further: potency means the concentration at half of the fitted maximal effect; on the % scale 0 is the no-effect control and ±100 the full control effect
#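 Delayed-death screen, second-generation endpoint: infected erythrocytes, 2% hematocrit, 0.05% parasitemia final; 96 hours at 37 C, 5% CO2; luciferase detection reagent; luminescence decrease equals reduced growth.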
# Pf growth 48h: P. falciparum growth inhibition at 48 hours (one generation); actives 5.9% (n = 310,000); AID 504832; Potency, µM (highest dose often 28.7 µM), for the others: at the highest dose activity change, negative = inhibition, hits mostly inhibitors; P. falciparum luciferase growth in erythrocytes, 48 h; further: potency means the concentration at half of the fitted maximal effect; on the % scale 0 is the no-effect control and ±100 the full control effect
#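 Parasite viability was followed by luminescence of a genomically integrated firefly luciferase. Cultures held 0.1% parasitemia at 2% hematocrit (final), incubated under 5% CO2 at 37 C.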
# Tb PYK inh: inhibitors of Trypanosoma brucei pyruvate kinase; Q57TT1; TbPYK enzyme, Kinase-Glo Plus ATP luminescence, 45 min; Potency, µM (titrated, usually from 76.8 µM), inactives show top-dose activity, negative = inhibition, most hits filed as inhibitors; actives 0.12% (n = 410,000); further: potency means the concentration at half of the fitted maximal effect; on the % scale 0 is the no-effect control and ±100 the full control effect; nearly all actives have a fitted effect of over 50% in size
#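 Glycolytic pyruvate kinase of T. brucei was incubated with substrate, test compound and 130 uM ADP for 45 minutes at room temperature. Luminescent Kinase-Glo Plus signal was measured after 10 minutes.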
# Shiga inhibitor: blocks Shiga toxin action in Vero cells. AID 2315. inhibition, % at 38.7 µM. Vero cells, Shiga toxin protein synthesis inhibition reporter. actives 9.2% (n = 290,000); in the data active means inhibition mostly above about 28%, no sharp cut-off; inactive means mostly below about 43%; further: 0% is about no effect
# * = called active by the depositor; ? = inconclusive; . = not tested or not shown; [ ] = another dose, or the depositor's remark. Unless noted, the call rests on the fitted dose curve; in most records, active means well fitted curve in the direction sought with a large enough effect; inconclusive means small, poorly fitted or top-dose-only effect, or another doubt; inactive means no such curve, though single readings can be large; an effect the other way counts as inactive or inconclusive.
SMILES,HCV inhibitor,CHX counter,LmPK inhibitor,Pf growth 96h,Pf growth 48h,Tb PYK inh,Shiga inhibitor
CCOc1ccccc1N1CCN(CC(=O)NC(=O)NCc2ccco2)CC1,8.9%,-1.4,2.8%,-19.8%,-10.2%,-2.4%,-1.5
Cc1cc(C)c2nc3s/c(=C/c4ccccc4)c(=O)n3c2c1,.,15.4,0.0%,8.8%,.,.,1.8
O=c1[nH]cnc2c1C1(CCCC1)Cc1ccccc1-2,-6.4%,-4.6,0.8%,-0.2%,18.7%,-5.1%,-1.0
C=CCc1cc(Cl)ccc1OC(=O)Nc1cccc(Cl)c1,-12.5%,7.9,3.7%,?,-20.0%,2.1%,58.3
CCN(CC(=O)Nc1ccccc1C(F)(F)F)C(=O)Cn1c(=O)cnc2ccccc21,9.9%,.,.,5.5%,-20.1%,-0.6%,.
CCCCC(C(=O)NC(C)(C)C)N(Cc1ccccc1Cl)C(=O)c1snc(C(N)=O)c1N (stereo unspecified),-18.8%,0.5,0.2%,86.3%[activator],10.4µM*,6.9%,-7.8
Cc1ccc(N2C(=O)c3ccccc3NC2c2ccccc2O)cc1 (stereo unspecified),-27.0%,36.0*,-3.8%,17.0%,.,-2.2%,79.1*
CC(Oc1ccc2ccc(=O)oc2c1)C(=O)NCC1CCC(C(=O)O)CC1 (stereo unspecified),0.1%,1.9,-2.2%,?,-4.5%,2.0%,9.2
N#Cc1ccc(C(=O)NCC(c2ccco2)N2CCCCC2)cc1 (stereo unspecified),-29.9%,-1.8,-1.4%,10.4µM*,.,-0.2%,6.5
C/C(O)=C(/C=Nc1ccccc1)C(=O)Nc1ccccc1,-15.5%,8.7,3.8%,11.3%,7.3%,-3.3%,14.3
Cc1c(Cl)cccc1N=C(N)N=C(N)N,5.6%,9.6,-11.8%,6.2%,-24.2%,4.0%,6.6
Nc1c(C=C2C=CC(=O)C=C2)c(=O)nc2sc(CC(=O)N3CCOCC3)nn12,1.4%,-1.0,2.1%,-7.4%,7.0%,-3.4%,-5.1
Cc1cc(C=O)c(C)n1-c1cc(C(=O)O)cc(C(=O)O)c1,-0.4%,-2.6,1.9%,?,?,-0.1%,-3.4
O=C(NCCCN1CCCCC1)c1ccc2c(c1)NC(=O)C(N1CCCCC1)S2 (stereo unspecified),-16.1%,-5.6,-1.8%,71.7%[activator],-12.5%,-7.0%,12.8
O=C(COC(=O)Cc1ccc(Cl)cc1)Nc1c(F)cccc1F,2.1%,-1.7,-1.9%,5.4%,0.6%,-2.9%,31.7
CC(C)N(CC(O)COc1ccc(CC(N)=O)cc1)CC(O)COc1ccc(CC(N)=O)cc1 (stereo unspecified),16.0%,-5.1,-1.9%,?,-2.7%,3.1%,-4.7
Cc1noc(C)c1COc1ccccc1C(=O)NCCc1ccc(S(N)(=O)=O)cc1,.,-2.6,0.4%,0.7%,1.1%,0.6%,-13.6
COC(=O)c1c(C(=O)OC)c(-c2ccc(OC)cc2)n2c1CCC2,-17.7%,-8.7,0.3%,-13.8%,-18.4%,-1.7%,-3.7
COc1ccc(N(CC(=O)NCc2ccc(F)cc2)C(=O)c2snc(C(N)=O)c2N)cc1,?,7.5,-9.3%,-12.8%,-6.0%,-4.0%,4.2
Cc1ccc(-n2c(SCC(=O)N(C)C)nnc2-c2ccco2)cc1,-8.1%,0.3,0.0%,-3.0%,7.4%,2.7%,-4.1
COc1ccc(Sc2nnc(Cc3ccccc3)c3ccccc23)cc1,.,0.9,5.6%,37.5%[activator],?,-1.9%,-14.1
COCCn1c(C)cc(C(=O)CSc2nnc(C)s2)c1C,-14.5%,-4.3,?,.,-51.7%,5.6%,-10.4
CCOc1ccc(N(C(=O)c2snc(C(N)=O)c2N)C(C)C(=O)NC2CCCCC2)cc1 (stereo unspecified),?,-4.5,-1.7%,17.4%,?,-1.2%,0.6
Cc1c(NC(=O)COC(=O)/C=C/c2ccccc2Br)c(=O)n(-c2ccccc2)n1C,4.7%,.,.,46.7%[activator],0.0%,-1.3%,.
Cc1ccc(S(=O)(=O)N2[C@@H](c3ccc(Cl)cc3)C(C(=O)O)=CC[C@H]2c2cccc(C)c2)cc1,11.4%,.,.,50.3%[activator],17.4%,-5.2%,.
# (cont.)
SMILES,HCV inhibitor,CHX counter,LmPK inhibitor,Pf growth 96h,Pf growth 48h,Tb PYK inh,Shiga inhibitor
O=S(=O)(NC1=NCCC1)c1cccc(NC(=S)NCCc2ccccc2)c1,18.6%,9.3,1.2%,50.0%[activator],8.0%,-3.1%,28.9
Cc1cc(C)cc(NC(=O)c2cccc(N3C(=O)C4C5C=CC(C5)C4C3=O)c2)c1 (stereo unspecified),-12.1%,-2.5,-1.0%,4.65µM*,?,2.5%,40.2
CC(=O)Nc1ccc(NC(=O)/C=C/c2cccc(C(F)(F)F)c2)cc1,2.6%,6.9,2.1%,14.6%,9.3%,3.2%,9.7
COc1nc(OC)nc(N2CCC(C(=O)NCc3ccc(F)cc3)CC2)n1,4.7%,-2.6,-2.1%,-4.1%,3.4%,7.4%,-10.9
COC1CCCN(Cc2c(C(=O)N3CCc4ccccc4C3)nc3ccc(Cl)cn23)C1 (stereo unspecified),7.5%,-3.1,5.8%,?,?,0.3%,-3.2
CCN1C(=O)/C(=C/C=C2/Sc3ccccc3N2CCO)SC1=S,15.7%,-0.4,-24.6%,17.8%,-6.1%,-14.5%,-10.1
COc1ccc2[nH]cc(C(=O)CN3CCN(C/C=C/c4ccccc4)CC3)c2c1,.,2.1,2.3%,10.4µM*,11.7µM*,.,4.8
CCC(C(=O)Nc1ccc2c(c1)OCCO2)n1c(=O)[nH]c2ccccc2c1=O (stereo unspecified),9.3%,73.4*,6.3%,114.3%[activator],57.0%[activator],4.0%,88.3*
CCc1ccc(NC(=O)CSc2nc3cc(C(=O)OC)ccc3c(=O)n2Cc2ccco2)cc1,12.6%,-2.8,2.9%,-12.0%,33.6%[activator],3.8%,-7.4
CCn1c(SCC(=O)NCc2ccco2)nnc1-c1ccc(N)cc1,16.0%,-1.6,1.6%,-5.9%,19.4%,-17.4%,-4.7
CC1CCC(=NNC(=O)c2ccccc2-n2cccc2)CC1 (stereo unspecified),13.8%,.,.,6.8%,24.0%,0.9%,.
Cc1c(C(=O)O)sc2nc(/C=C/c3cccc(F)c3)[nH]c(=O)c12,-10.0%,4.0,-1.3%,-17.1%,3.7%,1.9%,23.0
O=C(O)COn1c(-c2ccccc2)nc2ccc([N+](=O)[O-])cc21,2.2%,24.9*,-6.0%,7.4%,20.4%,-6.4%,48.5*
Nc1ccccc1C(=O)N1CCc2ccccc21,2.8%,25.9*,-6.7%,?,28.7%,5.1%,68.8*
Cc1ccc(Cn2c(N/N=C/c3ccncc3)nc3c2c(=O)n(C)c(=O)n3C)cc1,?,8.6,-7.1%,3.7µM*,10.4µM*,0.0%,8.8
Cc1onc(-c2ccccc2)c1C(=O)NNC(=S)NC(=O)c1ccc(Cl)cc1Cl,-13.8%,-2.7,-1.0%,38.3%[activator],15.7%,-7.8%,-6.4
Cc1cccc(NC(=S)N2CCN(S(=O)(=O)c3ccccc3)CC2)c1,-5.5%,-0.8,-3.4%,-1.0%,?,-3.9%,-6.2
CCCCC#Cc1cncc(C(=O)N/N=C/c2cccc(OC)c2)c1,-17.2%,-1.4,6.8%,28.0%,?,-1.6%,-8.4
CCc1noc(C)c1C(=O)Nc1nnc(C(CC)CC)s1,29.3%,.,.,-29.3%,?,2.3%,.
O=C(COC(=O)c1ccccc1[N+](=O)[O-])c1ccc2c(c1)OCO2,4.1%,.,.,95.8%[activator],167.9%[activator],?,.
CC(C)(C)c1ccc(OC(=O)c2ccc3snnc3c2)cc1,41.6%[activator],-2.4,2.2%,-3.0%,-1.4%,-5.4%,-8.2
C/C(=N\NC(=O)c1ccc2c(c1)OCO2)c1ccco1,0.1%,16.5,-4.4%,217.6%[activator],93.1%[activator],?,15.1
COCCNCc1ccccc1[N+](=O)[O-],28.6%,.,.,52.8%[activator],7.5%,-3.3%,.
Cc1cc(S(=O)(=O)Nc2c(C)ccc3nsnc23)ccc1F,8.4%,-4.9,7.8%,.,?,-10.1%,-23.1
Cc1cc(Cl)ccc1OCC(=O)NCCOC(=O)Nc1sc(=S)n(C)c1C,?,-1.3,2.8%,4.65µM*,7.1%,-0.9%,-10.3

# One compound at a time, from the list above.
# Record of `N#Cc1ccc(C(=O)NCC(c2ccco2)N2CCCCC2)cc1` (stereo unspecified) = HCV inhibitor: -29.9%; CHX counter: -1.8; LmPK inhibitor: -1.4%; Pf growth 96h: 10.4µM*; Pf growth 48h: .; Tb PYK inh: -0.2%; Shiga inhibitor: 6.5
# Record of `O=S(=O)(NC1=NCCC1)c1cccc(NC(=S)NCCc2ccccc2)c1` = HCV inhibitor: 18.6%; CHX counter: 9.3; LmPK inhibitor: 1.2%; Pf growth 96h: 50.0%[activator]; Pf growth 48h: 8.0%; Tb PYK inh: -3.1%; Shiga inhibitor: 28.9
# Record of `CCn1c(SCC(=O)NCc2ccco2)nnc1-c1ccc(N)cc1` = HCV inhibitor: 16.0%; CHX counter: -1.6; LmPK inhibitor: 1.6%; Pf growth 96h: -5.9%; Pf growth 48h: 19.4%; Tb PYK inh: -17.4%; Shiga inhibitor: -4.7

# Later entries
SMILES,HCV inhibitor,CHX counter,LmPK inhibitor,Pf growth 96h,Pf growth 48h,Tb PYK inh,Shiga inhibitor
CC1=C(C(=O)OC(C)C)C(c2cccnc2)C2=C(CCCC2=O)N1 (stereo unspecified),7.1%,0.5,0.9%,-12.4%,-22.6%,-4.0%,-3.4
Cc1oc(-c2ccccc2)nc1C(=O)OCC(=O)NC(C)c1ccccc1 (stereo unspecified),-1.0%,.,.,8.8%,-4.4%,3.6%,.
CCCCNC(=O)N1CCC(CCC(=O)N(C)Cc2ccccc2)CC1,11.0%,-3.1,0.5%,222.6%[activator],0.3%,6.6%,1.2
O=C1Nc2cc(C(=O)N3CCC4(CC3)OCCO4)ccc2S/C1=C\c1ccccc1,?,15.5,-0.2%,27.8%,?,-5.6%,-6.6
Cc1ccc(S(=O)(=O)N2CCCN(c3nccc(C(F)(F)F)n3)CC2)cc1,-8.4%,-1.2,1.2%,14.8%,-2.4%,3.0%,2.1
Cc1ccccc1N1C(=O)CN(Cc2sccc2C)C1=S,-8.3%,-3.6,5.6%,-12.5%,-20.0%,15.2%,6.5
Cc1ccc2c(CC(=O)NCC(C)(C)N3CCOCC3)coc2c1,-6.3%,-2.5,-8.2%,?,-23.2%,-2.6%,-3.5
COc1ccc(CC(=O)OCc2nnc(C3COc4ccccc4O3)o2)cc1OC (stereo unspecified),2.2%,-1.5,4.5%,-17.1%,-15.3%,4.3%,21.2
CCCn1c(Nc2ccccc2C)nc2ccccc21,-28.9%,0.4,2.2%,?,?,-1.4%,20.7
O=C(NCc1ccncc1)C1CCCCC1,?,-3.5,-0.6%,.,-6.3%,-2.7%,-3.6
COC1C(C)=C(C)C(=O)N1Cc1ccccc1 (stereo unspecified),4.1%,-1.6,0.3%,?,-2.6%,-1.3%,-4.4
COc1ccc2[nH]c(C(=O)O)c(NS(=O)(=O)c3ccc(C)cc3C)c2c1,20.2%,-5.1,1.1%,2.6%,19.8%,-23.7%,-3.1
CCCc1ccc(Oc2c(-c3ccc(O)c(C)c3O)n[nH]c2C)cc1,?,-3.4,2.2%,?,59.1%[activator],-12.0%,1.8
CCCOc1ccc(OCCN2CCCC(C)C2)cc1 (stereo unspecified),-0.2%,6.3,-0.1%,21.3%,-19.4%,6.8%,8.2
